# Source: PubChem
# PMI inhibition: human PMI inhibitors, high substrate, primary screen, biochemical, fluorescence intensity, high mannose 6-phosphate (AID 1220). recombinant PMI enzyme, coupled fluorescence intensity; higher % means a stronger effect. inhibition, % at 20 µM; hits with a dose series show IC50 in µM. actives 0.66% (n = 190,000)
# K1F lysis inhibition: protection from phage-mediated lysis, alamar blue read-out – E. coli UTI89, K1F phage, bacterial capsule biogenesis inhibitors (AID 488966); E. coli UTI89 K1F phage lysis, alamar blue, 2 h; higher % means a stronger effect; inhibition, % at 100 µM; hits with a dose series show IC50 in µM; actives 0.02% (n = 340,000);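 active = phage lysis inhibition, versus mean bacterial control, above a set limit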;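 also: capsule biogenesis inhibitors block K1F phage lysis so surviving cells raise fluorescence; higher fluorescence means more inhibition of phage lysis; actives were called in the ten point dose series up to 300 µM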
# XIAP antagonists: XIAP antagonists, biochemical, IAP family, fluorescence polarization (AID 1018). XIAP BIR domain, fluorescence polarization peptide displacement; higher % means a stronger effect. displacement, % at 20 µM, or IC50 in µM where a hit was titrated. actives 0.007% (n = 200,000); in the data active = displacement above about 50%; also: a part of the inactive calls stands beside numbers as strong as those of hits
# P. falciparum M1AAP: P. falciparum M1AAP inhibitors, biochemical, fluorogenic H-Leu-NHMec substrate, 1536-well (AID 1445); recombinant M1AAP, H-Leu-NHMec fluorogenic kinetic assay; higher % means a stronger effect; inhibition, % at 30 µM, or IC50 in µM where a hit was titrated; actives 0.42% (n = 220,000);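 active = primary inhibition above the hit cutoff, then over 50% inhibition at one or more dose response concentrations, cut at about 23% in these data, passing the limit was not always enough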;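 also: plate controls were DMSO full reaction for no effect and no enzyme background for full effect; strong numbers were not always called active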
# SIAH1 antagonists: Siah-1 peptide-binding antagonists, primary screen, biochemical, fluorescence polarization, rhodamine-plectin, uHTS (AID 1817); Siah-1 / rhodamine-plectin peptide fluorescence polarization; higher % means a stronger effect; displacement, % at 20 µM; hits with a dose series show IC50 in µM; actives 0.02% (n = 290,000);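 active = displacement of at least 50% at 20 µM, with a fluorescence ratio check between 0.3 and a set limit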;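 also: plate controls were Siah plus tracer with DMSO for no effect and tracer alone without Siah for full effect; strong numbers were not always called active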
# human PMI inhibition: MPI enzyme activity inhibition – biochemical, fluorescence intensity, coupled assay, primary screen (AID 1209); inhibition, % at 20 µM; hits with a dose series show IC50 in µM; actives 0.42% (n = 190,000); purified PMI enzyme, coupled fluorescence intensity; higher % means a stronger effect;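 also: plate controls were DMSO vehicle for no effect and wells lacking substrate for full effect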
# Lipid droplet: hepatic lipid droplet formation modulation. actives 0.4% (n = 240,000). AML12 mouse hepatocytes, oleate lipid droplets, BODIPY imaging. inhibition, % at 6.5 µM;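 active = lipid droplet intensity inhibited by at least 50%, with more than 500 cells counted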
#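 Assay system: AML12 hepatocytes (mouse) / Also added: 100 µM oleic acid challenge / Times: overnight treatment with compound plus oleate / Detection: high-content imaging of BODIPY-stained droplets and DAPI nuclei / Evaluation: % inhibition of lipid droplet signal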
# TNAP activation fold: human TNAP enzyme activators, primary screen, biochemical, luminescent, no phosphate acceptor, uHTS (AID 1001); activation fold at 20 µM; hits with a dose series show EC50 in µM; purified TNAP, luminescent activation assay, no phosphate acceptor; higher activation fold means a stronger effect; actives 0.03% (n = 200,000); in the data active = activation fold from about 3, or a potency from the dose series; inactive = the rest, 99 in 100 with activation fold below about 1.6; also: many of its hits are not listed in these tables
# P. falciparum M17LAP: P. falciparum M17LAP inhibitors, primary screen, biochemical, fluorogenic H-Leu-NHMec substrate, 1536-well (AID 1619) | recombinant M17LAP, H-Leu-NHMec fluorogenic kinetic assay; higher % means a stronger effect | one-dose inhibition, % at 30 µM; IC50 in µM for titrated hits | actives 0.38% (n = 220,000);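 active = compound inhibiting the enzyme by more than half at any dose during confirmatory dose-response retesting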;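 also: plate controls were full reaction with DMSO carrier for no effect and no enzyme background for full effect; strong numbers were not always called active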
# Lipid droplet cells 6.5 µM: recorded beside Lipid droplet, whose call it bears; cell count; measured here: cell count, cytotoxicity flag;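 cells counted across two imaged fields per well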
# Active calls of the source: *; . = no result given; [ ] = another dose, or the depositor's remark. Rule as the data show it, unless noted: active = inhibition above about 50%; inactive = the rest.
SMILES,PMI inhibition,K1F lysis inhibition,XIAP antagonists,P. falciparum M1AAP,SIAH1 antagonists,human PMI inhibition,Lipid droplet,Lipid droplet cells 6.5 µM,TNAP activation fold,P. falciparum M17LAP
CCN(CC)CCCNC(=O)c1cn(CC)c2ccc(S(=O)(=O)N3CCc4ccccc4C3)cc2c1=O,0%,0.3%,-3.2%,4%,7%,2%,0,687,1,17%
CC(=O)Nc1ccc(Oc2cncc(Cl)c2)nc1,.,0.2%,.,-2%,1%,.,3,756,.,-6%
COc1cc(/C=N\NC(=O)C2COc3ccccc3O2)cc(OC)c1O (stereo not given),.,-0.1%,.,11%,-2%,.,-38,724,.,19%
O=C(CNC(=O)c1ccco1)Nc1ccc(S(=O)(=O)N2CCCC2)cc1,-1%,0.5%,-14%,-5%,0%,2%,5,759,1,-4%
O=C(CCCN1C(=O)c2ccccc2C1=O)Nc1cccc(S(=O)(=O)NC2=NCCC2)c1,-2%,-0.7%,-6.6%,3%,5%,-16%,-4,665,1.1,-7%
CCCc1nc2c(c(=O)c3ccccc3n2C)c(=O)n1-c1ccc(F)cc1,-31%,1.6%,-19%,9%,-1%,-18%,1,663,1,5%
Cc1ccccc1NC(=O)C1CCN(c2cnccn2)CC1,7%,0.9%,-4.4%,6%,53%,6%,28,663,1.1,-1%
Cn1c(NC(=O)c2ccc(Cl)s2)cc(=O)n(C)c1=O,-14%,0.1%,-2.6%,6%,2%,-17%,-23,682,0.9,39%
C=CCC(NCc1ccccc1)c1ccco1 (stereo not given),0%,0.1%,-4.7%,1%,2%,5%,0,784,1.1,-4%
NNC(=O)c1cc(O)c(O)c(O)c1,24%,2.0%,-5.6%,7%,25%,51%*,15,693,0.4,42%
CC(NC(=O)c1ccc(-c2cc(C(F)(F)F)ccc2Cl)o1)c1ccccc1 (stereo not given),3%,4.9%,-9.2%,1%,0%,10%,-13,767,1.1,-6%
O=C(CCc1nnc(CCCCc2ccccc2)o1)NCc1cccc(F)c1,2%,0.2%,-3.1%,-4%,6%,7%,-1,715,1.1,-1%
Cn1cnc([N+](=O)[O-])c1Sc1ccccc1,0%,-0.1%,-5.2%,6%,-7%,11%,-2,806,1.1,6%
Cc1cc(C)cc(-n2cc[nH]c2=S)c1,-10%,3.6%,-4.9%,9%,2%,-10%,-6,675,2.2,5%
CCOC(=O)CC1(CC(=O)OCC)NC(=O)c2c(C)sc(C(=O)OCC)c2N1,6%,-0.1%,-2.3%,19%,1%,7%,24,613,1.1,-60%
O=C(COC(=O)CCc1nc2ccccc2c(=O)[nH]1)Nc1ccc(N2CCOCC2)cc1,.,-0.8%[50 µM],.,6%,0%,.,-5,673,.,-8%
Cc1ccc(/C=N/N=C2/NC(=O)C(CC(=O)Nc3ccccc3)S2)o1 (stereo not given),6%,-0.4%,-2.1%,5%,6%,-6%,18,727,1.1,1%
Cc1nn(-c2ccccc2)c(C)c1/C=N/N1CCN(c2ccccc2)CC1,12%,5.1%,-3.2%,0%,1%,12%,-34,556,1.2,3%
CCN(C(=S)NC(=O)C1CCCC1)C1CCCCC1,-8%,0.7%,-5.8%,-5%,5%,-8%,3,729,1.1,-2%
O=C(Nc1ccc(Cl)c(-c2nc3ccccc3[nH]2)c1)c1ccc2c(c1)OCO2,5%,-0.3%[50 µM],-9.6%,-2%,-5%,7%,-17,463,1.3,13%
c1ccc2c(c1)ccc1nnc(SCc3ccc4c(c3)OCCO4)n12,1%,0.2%,-1.9%,3%,3%,5%,.,.,1.1,4%
CCOC(=O)CNC(=O)N1CCCC(CCC(=O)NCc2ccc(F)c(F)c2)C1 (stereo not given),-4%,0.1%,1.0%,8%,-2%,1%,18,763,1.1,-6%
O=C(Nc1ccc(NC(=O)c2cccs2)cc1)c1ccco1,7%,-1.7%,0.0%,3%,-7%,16%,9,771,1.1,-10%
COC(=O)CN(n1cnnc1)S(=O)(=O)c1ccccc1,-10%,0.3%,0.8%,1%,-3%,-12%,.,.,1.1,8%
Fc1ccc(-c2ccc(Nc3cccc(F)c3)nn2)cc1,-5%,0.2%,-0.9%,-5%,-3%,1%,8,728,1.1,2%

# 4 entries out of the list, arranged by formula weight, ascending.
SMILES,PMI inhibition,K1F lysis inhibition,XIAP antagonists,P. falciparum M1AAP,SIAH1 antagonists,human PMI inhibition,Lipid droplet,Lipid droplet cells 6.5 µM,TNAP activation fold,P. falciparum M17LAP
CC(=O)Nc1ccc(Oc2cncc(Cl)c2)nc1,.,0.2%,.,-2%,1%,.,3,756,.,-6%
Cc1ccc(/C=N/N=C2/NC(=O)C(CC(=O)Nc3ccccc3)S2)o1 (stereo not given),6%,-0.4%,-2.1%,5%,6%,-6%,18,727,1.1,1%
O=C(Nc1ccc(Cl)c(-c2nc3ccccc3[nH]2)c1)c1ccc2c(c1)OCO2,5%,-0.3%[50 µM],-9.6%,-2%,-5%,7%,-17,463,1.3,13%
CC(NC(=O)c1ccc(-c2cc(C(F)(F)F)ccc2Cl)o1)c1ccccc1 (stereo not given),3%,4.9%,-9.2%,1%,0%,10%,-13,767,1.1,-6%

# Later entries:
SMILES,PMI inhibition,K1F lysis inhibition,XIAP antagonists,P. falciparum M1AAP,SIAH1 antagonists,human PMI inhibition,Lipid droplet,Lipid droplet cells 6.5 µM,TNAP activation fold,P. falciparum M17LAP
CC(=O)Nc1sc2c(c1C#N)CCC2,1%,0.5%,-3.5%,4%,-3%,5%,20,710,1.1,-3%
Cc1ccc(OCCN(C)C(=O)CC2C(=O)NCCN2CC(C)(C)C)cc1 (stereo not given),41%,0.4%,-3.1%,5%,16%,12%,-7,665,1.1,29%
COC(=O)c1c(NC(NC(=O)C(C)(C)C)C(Cl)(Cl)Cl)sc2c1CCC2 (stereo not given),7%,0.5%,-4.5%,8%,2%,14%,.,.,1.1,3%
c1ccc2nc(SCc3cn4ccccc4n3)cnc2c1,-10%,0.1%,-6.4%,4%,4%,-14%,-1,654,1.1,8%
CCOC(=O)c1ccc(N/C(=N\S(=O)(=O)c2ccc(F)cc2F)c2ccccc2)cc1,7%,5.3%,-4.7%,0%,0%,8%,-16,590,1,4%
Cc1sc2ncnc(SCC(=O)N(C)C3CCS(=O)(=O)C3)c2c1C (stereo not given),-4%,-0.1%,-2.3%,1%,5%,2%,1,684,1.1,-39%
Cc1ccc2c(c1)N(C(C)C(=O)NCc1ccccn1)C(=O)CO2 (stereo not given),.,-0.2%,.,3%,-5%,.,1,668,.,-8%
NC(=O)CNc1ncc(C(F)(F)F)cc1Cl,11%,-0.4%,-4.1%,3%,4%,-1%,.,.,1.1,-11%
COC(=O)c1c(NC(=O)c2ccc(S(=O)(=O)N3CCOCC3)cc2)sc2c1CCN(C)C2,-10%,.,-3.4%,7%,2%,-8%,6,774,1,23%
CN(Cc1ccccc1)C(=O)C1CCCN1S(=O)(=O)c1ccc2c(c1)n(C)c(=O)c(=O)n2C (stereo not given),.,0.3%,.,0%,2%,.,-2,686,.,-6%
Cc1c(=O)n(OCc2ccccc2)c2ccccc2[n+]1[O-],-3%,0.2%,-4.6%,9%,1%,-8%,.,.,0.8,6%
CCCS(=O)(=O)N1CCCC(C(=O)NCc2ccc3c(c2)OCO3)C1 (stereo not given),6%,0.8%,-3.8%,5%,3%,10%,.,.,1.1,5%
CC/C(=N/OC(=O)c1cccc(C)c1)C(=O)c1cccs1,-1%,0.8%,-5.3%,1%,24%,-13%,1,689,1.1,5%
COc1cc(OC)c(C(=O)OCC(=O)Nc2cc(C)on2)cc1OC,-4%,-1.0%,-14%,2%,4%,-10%,24,674,1,-6%
CCCCN(C)CCCNC(=O)C1CC(=O)N(Cc2ccc(OC)cc2)C1 (stereo not given),-4%,0.5%,-1.3%,2%,2%,5%,5,757,1.1,-2%
CCn1c(C)cc(/C=C2\NC(=O)N(CC(=O)Nc3cccc(C)c3)C2=O)c1C,4%,0.5%,-2.7%,17%,-3%,3%,.,.,1.1,-9%
O=C1CC(c2ccccc2)CC(=NCCO)/C1=C(\O)CCCN1C(=O)c2ccccc2C1=O (stereo not given),-1%,0.1%,-7.5%,1%,-3%,-7%,31,726,0.9,4%
O=C(CCN1C(=O)/C(=C/c2ccc(F)cc2)SC1=S)NNC(=O)c1ccncc1,-16%,0.0%,-4.8%,-10%,6%,-14%,20,709,2,15%
CCOP(=O)(OCC)C(C#N)=C1SCN(c2ccc(Cl)cc2)CS1,2%,3.2%,-0.5%,2%,6%,22%,12,723,1.2,3%
COc1ccccc1NC(=O)c1cc2ccc(O)cc2o/c1=N\O,4%,0.2%,-7.1%,6%,-1%,2%,.,.,0.9,-37%
COC(=O)c1ccccc1Oc1nc(Cl)cc(OC)n1,8%,0.8%[50 µM],-0.3%,12%,0%,7%,14,562,1.1,8%
Clc1ccc(-c2csc3ncnc(NCCN4CCOCC4)c23)cc1,2%,3.4%,-3.9%,2%,3%,5%,11,773,1.2,5%
CCC(Sc1nc2ccccc2o1)C(=O)Nc1nnc(C)s1 (stereo not given),9%,2.4%[50 µM],-3.7%,6%,2%,8%,3,665,1,24%
CC(=O)c1c(N2CCOCC2)nc(=S)n(-c2cc(C)ccc2C)c1C,-4%,3.9%,17%,-3%,-3%,0%,-8,709,1,-6%
C=CCN(CC=C)C(=O)Nc1cc(Cl)ccc1OC,10%,0.3%,-9.2%,7%,-7%,14%,1,781,1.1,9%

# The list continues.
SMILES,PMI inhibition,K1F lysis inhibition,XIAP antagonists,P. falciparum M1AAP,SIAH1 antagonists,human PMI inhibition,Lipid droplet,Lipid droplet cells 6.5 µM,TNAP activation fold,P. falciparum M17LAP
CCO/C=C/C(O)(CNC(=O)c1ccc(C(C)(C)C)cc1)C(F)(F)F (stereo not given),10%,0.0%,-8.8%,-1%,-7%,22%,-4,627,1.1,6%
Cc1cc(C)c(S(N)(=O)=O)c(C)c1N(C)S(=O)(=O)c1ccccc1,0%,2.5%,-4.1%,3%,6%,4%,-1,684,0.9,1%
CCN(CCO)Cc1csc2cccc(Br)c12,-4%,1.4%[50 µM],-1.3%,0%,0%,-1%,.,.,1.1,2%
Cc1ccc(NC(=O)CSc2nnc(CCCCCNC(=O)OC(C)(C)C)o2)c(C)c1,-11%,6.0%,1.8%,1%,3%,-9%,-4,709,1.2,13%
COC(=O)N/N=C1/C/C(=N\NC(=O)OC)c2ccccc21,41%,0.1%,0.6%,14%,2%,0%,0,624,1.1,14%
CCCCSc1nc(C)cc(SCC(=O)N/N=C/c2cccc(OC)c2O)n1,0%,-0.7%,-1.1%,2%,2%,1%,.,.,1.1,1%
O=C(/C=C/c1ccccc1)Oc1cccc2cccnc12,.,1.2%,.,16%,-4%,.,-6,658,.,-6%
C=C(C)CNC(=S)Nc1ccc(S(=O)(=O)Nc2cnc3ccccc3n2)cc1,.,0.3%,.,20%,-3%,.,1,678,.,33%
CCN(CC(=O)NC(C)(C)C)C(=O)CCl,-7%,0.2%,-7.9%,10%,7%,-8%,-6,541,1.1,7%
O=C(Nc1ccncc1)c1ccc2c(c1)C(=O)N(CC1CCCO1)C2=O (stereo not given),12%,2.1%[50 µM],-20%,-1%,-1%,12%,12,664,1.1,14%
